# Source: PubChem BioAssay (The Scripps Research Institute Molecular Screening Center)
# TEAD-YAP inh = TEAD-YAP interaction inhibition, primary screen, TEAD-YAP interaction inhibitor project, luminescence, HEK-TIYL cells; TEAD-Gal4/YAP UAS-luciferase luminescence; inhibition, % at 9.12 µM; 640,000 tested, 1.4% active; in the data active = inhibition above about 32%;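 note: 0% = median of test compound wells and 100% = reference inhibitor wells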
# FBW7 act = FBW7 E3 ligase activators, primary screen, biochemical, AlphaScreen, human; normalized activity (activation), % at 26.1 µM; F-box/WD repeat-containing protein 7 (Homo sapiens), Q969H0; 650,000 tested, 0.13% active; AlphaScreen FBW7–phospho-cyclin E peptide binding, activator screen; in the data active = normalized activity above about 1.9%;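 note: purified mutant Fbw7 with reduced substrate affinity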
# MITF inh = MITF inhibitors, primary screen, biochemical, AlphaScreen, human. Microphthalmia-associated transcription factor (Homo sapiens), O75030. AlphaScreen MITF homodimerization, bead proximity signal. inhibition, % at 2.6 µM. 650,000 tested, 0.91% active; in the data active = inhibition above about 50%;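 note: 0% = vehicle wells with protein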
# Target sequence (O75030 whole entry, looked up): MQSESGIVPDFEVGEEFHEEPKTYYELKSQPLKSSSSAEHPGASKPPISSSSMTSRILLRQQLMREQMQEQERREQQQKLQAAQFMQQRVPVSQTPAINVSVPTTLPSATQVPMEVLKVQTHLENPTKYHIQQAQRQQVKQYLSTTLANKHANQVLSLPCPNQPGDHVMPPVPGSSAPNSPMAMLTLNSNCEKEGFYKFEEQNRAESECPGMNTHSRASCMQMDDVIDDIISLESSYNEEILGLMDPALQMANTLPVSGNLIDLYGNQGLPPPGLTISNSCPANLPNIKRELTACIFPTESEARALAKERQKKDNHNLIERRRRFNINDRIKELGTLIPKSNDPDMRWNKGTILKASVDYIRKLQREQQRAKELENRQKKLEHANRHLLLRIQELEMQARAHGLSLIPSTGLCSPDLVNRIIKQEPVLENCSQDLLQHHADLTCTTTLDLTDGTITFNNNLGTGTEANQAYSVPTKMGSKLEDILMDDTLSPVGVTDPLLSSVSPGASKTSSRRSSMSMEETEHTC
# GPR151 activ = activators of human GPR151, primary screen, cell-based, PathHunter beta-arrestin, luminescence | 650,000 tested, 1% active | activation, % at 11.2 µM | PathHunter beta-arrestin GPR151 cells | G-protein coupled receptor 151 (Homo sapiens), Q8TDV0; in the data active = activation above about 4.9%;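 note: 0% = median of compound wells and 100% = cells with positive control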
# Target sequence (Q8TDV0 whole entry, looked up): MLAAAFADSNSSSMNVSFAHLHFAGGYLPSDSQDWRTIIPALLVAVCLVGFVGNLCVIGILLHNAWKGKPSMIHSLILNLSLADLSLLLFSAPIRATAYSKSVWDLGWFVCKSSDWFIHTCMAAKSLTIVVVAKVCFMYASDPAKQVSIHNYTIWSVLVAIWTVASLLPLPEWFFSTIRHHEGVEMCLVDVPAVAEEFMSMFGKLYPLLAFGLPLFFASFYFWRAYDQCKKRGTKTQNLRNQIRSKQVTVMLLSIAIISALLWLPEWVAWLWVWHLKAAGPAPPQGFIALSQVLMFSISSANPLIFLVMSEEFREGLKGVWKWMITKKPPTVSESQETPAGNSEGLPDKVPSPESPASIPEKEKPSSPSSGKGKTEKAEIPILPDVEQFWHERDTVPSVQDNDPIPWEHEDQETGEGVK
# An asterisk follows results filed as active.
# Each structure is followed by: TEAD-YAP inh	FBW7 act	MITF inh	GPR151 activ
Cc1ccc(NC(=O)CSc2nnc(-c3ccc(N)cc3)n2C)cc1Cl
 : -5	-0.1	-7	5.8*
O=C(O)CCc1nnc2ccc(Cl)nn12
 : 1	0.8	20	-1.7
CC(C)NC(=O)c1cc(CNCc2cc(Cl)ccc2O)cc(NS(C)(=O)=O)c1
 : 2	-0.1	-11	0.4
Cc1nc(CC2(C)C(=O)Nc3ccccc32)cs1 (configuration not stated)
 : -3	-0.1	-1	-0.7
O=C(Nc1ccccc1)C1C2C3CCC(C3)C12 (configuration not stated)
 : -36	0.0	5	-0.5
O=C(c1cccc2c1OCCO2)N1CCN(c2ccc(Cl)cc2[N+](=O)[O-])CC1
 : -1	-0.5	14	-1.0
Nc1nc(-c2ccccc2)nn1C(=O)c1ccc(F)cc1
 : 3	0.1	8	-0.1
CCC(Sc1nc2ccsc2c(=O)n1CCC(C)C)C(=O)Nc1ccc2c(c1)OCO2 (configuration not stated)
 : -1	0.1	-4	-1.2
COC(=O)C1=C(C(=O)c2ccc(C)cc2)C(c2ccc(OC)cc2OC)n2nnnc2N1 (configuration not stated)
 : 8	0.0	0	0.8
COC(=O)c1ccc(-c2cnn3c(NCc4cccs4)ccnc23)cc1
 : -19	-0.5	-5	-0.4
CCCc1cc(C(=O)OCC)c(NC(=O)C2C3CCC(C3)C2C(=O)O)s1 (configuration not stated)
 : 4	0.1	10	-0.8
CC(O)c1ccc(S(=O)(=O)Nc2ccc(C(=O)O)cc2)cc1 (configuration not stated)
 : 1	0.0	-2	0.5
CC(=O)Nc1ccc2c(CN3C(=O)NC(C)(c4ccc(C)cc4)C3=O)cc(=O)oc2c1 (configuration not stated)
 : -4	0.0	9	0.3
C=CCn1c2ccccc2c2nnc(SCC(=O)Nc3nccs3)nc21
 : -5	0.4	11	-1.5
O=C(CN1C(=O)c2ccccc2C1=O)Nc1ccc(I)cc1
 : 9	0.0	-4	2.2
O=C(NC1CCN(Cc2ccccc2)CC1)c1cc(Cl)nc2ccccc12
 : 4	0.1	6	2.0
CN(C)N1C(N)=C(C#N)C(c2cccs2)C2=C1CC(C)(C)CC2=O (configuration not stated)
 : -8	0.2	5	-1.6
CC(C)N(C(=S)NCC1CCCO1)c1ccccc1 (configuration not stated)
 : 1	0.5	-2	-0.8
Cc1nnc(-c2ccc(OCC(=O)Nc3cccc(C)c3C)cc2)o1
 : 7	0.2	-3	-1.0
O=C(O)CN1C(=O)CC(Cc2ccc(Br)cc2)C1=O (configuration not stated)
 : 0	0.1	-4	-0.5
O=C(c1ccc2c(=O)n(CCC3=CCCCC3)c(=S)[nH]c2c1)N1CCOCC1
 : -5	0.2	-8	1.1
COCCNC(=S)NNC(=O)c1ccccc1F
 : 2	-0.1	-4	-1.3
Cc1cc(C)cc(Nc2cc(=O)oc3ccccc23)c1
 : 9	0.1	8	0.6
COC(=O)c1cnn(-c2ccccc2)c1-n1cccc1
 : -1	0.2	14	2.1
O=C(NCc1cccs1)c1ccccc1[N+](=O)[O-]
 : -7	0.0	1	-1.1
CCCNC(=O)c1ccc2c(c1)ncn2-c1cc(OC)ccc1OC
 : -1	0.0	3	0.1
CN1C(=O)C2C(C1=O)N1C(c3ccccc3)C3C(=O)N(C)C(=O)C3N1C2c1ccccc1 (configuration not stated)
 : 7	0.0	6	-0.5
COc1ccc(Br)cc1/C=N/NC(=O)C(=O)NCC(C)C
 : 1	0.0	-14	-0.5
Cc1ccc(/C=C2\Oc3c(ccc(O)c3CN3CCOCC3)C2=O)cc1
 : 5	-0.4	-2	3.7
N#C/C(=C\c1ccc(OCCOc2ccccc2)cc1)C(=O)N1CCCC1
 : -2	-0.2	-2	-1.4

# Compound profiles, from the list above. Screens in order: TEAD-YAP inh	FBW7 act	MITF inh	GPR151 activ
# Entry for O=C(c1cccc2c1OCCO2)N1CCN(c2ccc(Cl)cc2[N+](=O)[O-])CC1 → -1	-0.5	14	-1.0
# Entry for O=C(CN1C(=O)c2ccccc2C1=O)Nc1ccc(I)cc1 → 9	0.0	-4	2.2

# (more compounds)
# Each structure is followed by: TEAD-YAP inh	FBW7 act	MITF inh	GPR151 activ
CCCCC(=O)Nc1cccc([N+](=O)[O-])c1C
 : -12	-0.1	-3	0.7
Cc1cc(NC(=O)CSc2nc3ccccc3c(=O)n2CCCC(=O)NCCc2ccccc2)n[nH]1
 : 19	0.0	-4	0.1
CC1(C)CC(=O)C2=C(C1)N(c1ccc(Br)cn1)C(N)=C(C#N)C2c1ccc(C(C)(C)C)s1 (configuration not stated)
 : -8	0.0	7	-1.0
CC(=O)c1ccc(NC(=O)CSc2nnc(NC(=O)CN3CCOCC3)s2)cc1
 : -11	-0.1	2	0.1
CCCNC(=S)NCCCNc1nc2cc3c(cc2cc1C#N)OCO3
 : -1	0.3	-14	1.2
Cc1cc(N2CCN(c3ncccn3)CC2)n2c(nc3ccccc32)c1C#N
 : -8	0.1	-3	-0.5
CCc1ccc(N2C(=O)C(Cl)=C(N3CCCCCC3)C2=O)cc1
 : 11	-0.1	-1	0.0
CCN(CC)C(=O)CSc1nc2n[nH]c(C)c2c(=N)n1-c1ccc(C)c(Cl)c1
 : -2	-0.3	9	0.8
COc1cc(OC)cc(C(=O)Nc2cc(C(=O)NCCSCc3ccccc3)ccc2N2CC3CC(C2)c2cccc(=O)n2C3)c1 (configuration not stated)
 : -3	0.1	9	-1.0
COc1ccc(OC)c(NC(=O)c2sc3nc4ccc(OC)cc4cc3c2N)c1
 : -14	0.3	3	2.0
O=C(O)/C=C/c1cn(-c2ccccc2)nc1-c1ccc(Cl)cc1
 : -5	0.7	3	0.8
CCCC1=NN2C(=N)/C(=C/c3ccc(-c4ccc(C(=O)OCC)cc4)o3)C(=O)N=C2S1
 : 0	-0.1	3	5.2*
C=CCn1c2cc(C)sc2c2cnn(CC(=O)N3CCc4ccccc43)c(=O)c21
 : 4	-0.1	1	0.3
Cc1cc(C(=O)Nc2c(C)n(C)n(-c3ccccc3)c2=O)sc1-c1ccccc1
 : 8	-0.2	-20	0.1
CCOc1ccc2c(c1)sc(=NC(=O)c1ccc(C(C)(C)C)cc1)n2C
 : -13	0.0	1	0.3
C=CCn1c(SCC(=O)c2ccc(Br)cc2)nc2sc3c(c2c1=O)CCN(C)C3
 : 10	0.1	9	0.7
CC(C)(C)c1csc2ncc(C(=O)NOCc3ccccc3Cl)c(=O)n12
 : 3	-0.2	5	-0.1
O=C1NC(=S)N(c2ccccc2)C(=O)/C1=C\c1ccc(N2CCOCC2)o1
 : -10	0.5	9	-1.4
Cc1nc(Nc2ccc(C(=O)O)cc2)nc(Nc2ccc(C(=O)O)cc2)c1[N+](=O)[O-]
 : 4	0.1	20	0.9
COc1ccc(S(=O)(=O)Nc2ccc(C(F)(F)F)cc2)cc1Br
 : 2	0.1	25	0.9
COc1ccc(N(CC(=O)NC2CCCC2)S(C)(=O)=O)c(OC)c1
 : 5	-0.5	-12	-1.1
CCOc1ccccc1N1CCN(C(=O)Nc2ccc(F)c(Cl)c2)CC1
 : -5	0.0	-7	-0.5
CCOC(=O)C1=NN(c2ccc(S(=O)(=O)O)cc2)C(=O)C1
 : -3	-1.4	33	0.5
COc1ccccc1C1(NC(=O)c2ccc3c(c2)n(C)c(=O)n3C)CCCC1
 : 5	-0.3	-1	0.0
O=C1OCCN1CCN(CN1C(=O)CCC1=O)CN1C(=O)CCC1=O
 : -4	-0.2	-1	0.6
O=[N+]([O-])c1ccccc1-c1n[nH]c(=S)n1-c1ccccc1
 : -22	-0.4	-8	-0.8
CCCCNC(=O)c1cc(Nc2ccc(OC)c(OC)c2)nc2ccccc12
 : 20	0.0	17	0.8
CS(=O)(=O)N(CC(=O)Nc1cccc([N+](=O)[O-])c1)c1ccc2c(c1)OCO2
 : 6	-0.1	-4	-1.7
COc1ccc(OC)c(C2C(C#N)=C(N)OC3=C2C(=O)CCC3)c1 (configuration not stated)
 : -11	0.1	-18	-1.0
CC1Cc2cc(S(=O)(=O)N3c4ccccc4CC3C)ccc2N1C(=O)C1CC1 (configuration not stated)
 : -17	0.1	-5	-1.3
CC(=O)Nc1cccc(NC(=O)c2cc3c(=O)n4cccc(C)c4nc3n2C)c1
 : 8	0.8	8	-1.2
COc1cccc(NC(=O)N(C2CCCCCC2)C2CCN(C(C)=O)CC2)c1
 : 0	-0.1	9	0.0
CC(=O)C(Sc1ccc(Br)cc1)C(C)=O
 : 0	0.2	6	0.6
CC(C)c1ccc(NC(=O)c2cc(S(=O)(=O)NCCC3=CCCCC3)ccc2F)cc1
 : -1	0.0	-2	0.6
CCOc1ccc(N2CNc3c(C(=O)OC)cnn3C2)cc1
 : 1	0.0	-5	-0.1
O=C1CCN(C(=O)c2n[nH]c3c2CCCC3)CCN1CCN1CCCCC1
 : 16	0.1	9	-1.0
CCOC(=O)C(=CNc1ccc(NC(C)=O)cc1)C(=O)OCC
 : 12	0.0	-2	0.7
O=C(CN1C=C(c2ccc3ccccc3n2)Cc2ccccc21)c1ccccc1
 : -55	0.6	9	2.2
CCCOc1ccc(C2NC(=O)NC(C)=C2C(=O)OCCOC(C)C)cc1OC (configuration not stated)
 : 7	-0.1	5	-1.2
CC(C)NS(=O)(=O)c1ccc(OCC(=O)N2CCCC2)c(Cl)c1
 : 2	0.0	14	0.4
Cc1ccccc1CN1CCC2(CCC(CNC(=O)C3=CCCCC3)O2)CC1 (configuration not stated)
 : 12	0.1	-3	0.0
O=C(Nc1cc([N+](=O)[O-])ccc1N1CCCC1)c1ccco1
 : 9	-0.1	3	3.9
CCOCCCNC(=O)CC1C(=O)NCCN1C/C=C/c1ccccc1OC (configuration not stated)
 : -1	-0.1	-5	0.1
NS(=O)(=O)c1ccc(NC(NC(=O)c2ccco2)C(=O)c2ccccc2)cc1 (configuration not stated)
 : 3	0.0	11	-0.8
Cc1ccc(CN2CCCC(CNS(=O)(=O)c3cccc4cccnc34)C2)o1 (configuration not stated)
 : 1	0.1	4	2.8
CC1Cc2nc(SCC(=O)c3ccccc3)n(-c3ccc(F)cc3)c(=O)c2S1 (configuration not stated)
 : -2	0.1	13	-0.9
C=CCn1c2cc(C)oc2c2cnn(CC(=O)NCc3nc4ccccc4n3C)c(=O)c21
 : 7	-0.2	1	-0.5
O=C1CC2CS(=O)(=O)CC2N1Cc1cccnc1 (configuration not stated)
 : 4	-0.1	-1	1.0
CN(CC(=O)Nc1cccc(F)c1)S(=O)(=O)c1ccc2[nH]c3c(c2c1)CCCC3
 : -2	0.0	-1	-1.8
COc1c(-n2nc3ccccc3n2)cc(C)cc1[N+](=O)[O-]
 : 11	-0.3	18	0.4
CN1CCN(Cc2c3ccccc3cc3ccccc23)CC1
 : 2	0.0	76*	-1.0
CS(=O)(=O)NCc1nnc(SCc2ccc(F)cc2)n1-c1ccc(F)cc1
 : 11	0.1	7	0.0
C(#CCN1CCN(Cc2ccc3c(c2)OCO3)CC1)COc1ccc2c(c1)OCO2
 : 8	-0.1	9	-0.3
CC(C)NC(=O)COc1ccc(Br)cc1C(C)(C)C
 : -8	0.4	8	-2.1
Cc1ccc(OCC(=O)N/N=C/c2ccc([N+](=O)[O-])c(O)c2)cc1
 : 10	0.1	12	3.3
COc1ccc(N(CC(=O)NC(C)C)S(C)(=O)=O)cc1Cl
 : -4	0.0	-6	0.3
O=C(NCc1ccc2c(c1)OCO2)c1ccc2c(c1)NC(=O)C(N1CCCCC1)S2 (configuration not stated)
 : 11	0.9	3	-1.2
CC(C)[C@@H]1NC(=O)[C@H]2CN(C(=O)c3ccccc3)CCN2C1=O
 : 1	0.6	3	-0.9
c1ccc(-c2nnc3n2CCN(Cc2ccc(N4CCCC4)cc2)CC3)cc1
 : 7	0.0	10	1.6
O=C(/C=C/c1cccc([N+](=O)[O-])c1)NCCc1cccc(Cl)c1
 : 2	0.0	8	-0.1

# Later entries:
# Each structure is followed by: TEAD-YAP inh	FBW7 act	MITF inh	GPR151 activ
CC(=O)Nc1ccccc1NC(=O)COc1cc(C)ccc1C
 : 2	0.3	6	0.2
O=C(Nc1ccc(N2CCOCC2)cc1)c1csc(NC2CCC(O)CC2)n1 (configuration not stated)
 : -45	0.2	18	-2.1
Cc1cc(C)c(C(=O)c2ccc(C(=O)Nc3ccc4ccccc4n3)cc2)c(C)c1
 : -4	0.1	-15	1.6
CCOC(=O)c1ccc(N2C(=O)CC(C(=O)OC)=C2C)cc1
 : -16	0.9	11	1.5
CSc1ccc(/C=C2\N=C(c3ccc(Cl)cc3)OC2=O)cc1
 : -2	-0.1	2	1.3
CCCCCn1c2ccc(Br)cc2c2nc3ccccc3nc21
 : 9	-0.1	5	-0.4
COc1cc(Nc2ncnc3c2cnn3C)cc(OC)c1OC
 : 9	-0.1	-2	0.5
CNC1=C(N2CCCCC2)C(=O)c2ccccc2C1=O
 : 94*	0.6	13	-3.3
CCn1c(C)nc2cc(C(=O)N/N=C3\CCCC(=O)C3)ccc21
 : 3	-0.1	-13	0.1
Cc1noc(C)c1CCN1CNc2c(c(=O)n(C)c(=O)n2C)C1
 : 3	0.1	8	0.0
CCOC(=O)c1nn(-c2ccc(Cl)c(Cl)c2)cc1O
 : -45	0.0	-3	2.4
CC(C)=CCCC1(C)OC(=O)N(n2cnnc2)C1(C)O (configuration not stated)
 : -4	0.1	17	-1.4
